KCNQ1 inh – inhibitors of human KCNQ1 potassium channel; 310,000 compounds, 1.3% hits; CHO-K1 KCNQ1, FluxOR thallium flux fluorescence; stronger effect = higher value; AID 2642; B-score at 10 µM;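 active = compounds whose thallium flux B-score, printed positive for inhibition, exceeds three library SD while starting fluorescence stays within three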;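 also: channel opened by potassium depolarization with thallium stimulus after 20 min compound exposure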
TRPC4 act – TRPC4 (mouse) channel activation; 310,000 compounds, 0.49% hits; B-score at 10 µM; AID 2237; Q9QUQ5; HEK293 TRPC4beta/mu-opioid, Fluo4 calcium fluorescence; stronger effect = higher value;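 active = B-score above 5 SD of library B-scores, and initial fluorescence ratio not above library mean plus 5 SD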;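 also: positive B-score marks a calcium rise read as TRPC4 activation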
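Assay system: HEK293 stable line with TRPC4beta plus mu-opioid receptor; schedule: 45 min room-temperature Fluo4 loading, 110 s read; technique: kinetic Fluo4 calcium fluorescence; evaluation: integrated baseline-normalised fluorescence ratio, converted to per-well B score; controls: buffer (low) and maximal DAMGO (high)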
KCNK9 inh – inhibitors of human KCNK9 two-pore domain potassium channel | Q9NPC2 | HEK293 KCNK9, FluxOR thallium flux fluorescence; stronger effect = lower value | B-score at 10 µM | 310,000 compounds, 1.2% hits;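 active = ratio B-score over 3 SD below the library mean, with starting fluorescence within 5 SD of its mean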;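 also: negative B-score means less thallium flux so channel inhibition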
Target sequence (Q9NPC2 whole entry, looked up, the tested form may be a part): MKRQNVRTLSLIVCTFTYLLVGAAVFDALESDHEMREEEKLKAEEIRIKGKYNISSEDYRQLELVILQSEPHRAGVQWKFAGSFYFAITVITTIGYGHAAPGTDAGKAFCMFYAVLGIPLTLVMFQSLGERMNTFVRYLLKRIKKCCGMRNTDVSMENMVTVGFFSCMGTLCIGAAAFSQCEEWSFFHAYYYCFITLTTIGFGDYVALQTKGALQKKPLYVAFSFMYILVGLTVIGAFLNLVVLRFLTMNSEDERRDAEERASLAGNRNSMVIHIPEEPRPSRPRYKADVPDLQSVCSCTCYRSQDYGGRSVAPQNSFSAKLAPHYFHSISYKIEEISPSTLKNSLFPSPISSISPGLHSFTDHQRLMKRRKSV
HDAC3 inh – blocks human histone deacetylase 3; O15379; recombinant HDAC3, fluorogenic peptide/trypsin coupled, fluorescence; inhibition, % at 8.3 µM; 320,000 compounds, 0.15% hits; in the data active = inhibition above about 26%, passing the limit was not always enough; inconclusive = no clear call, values can overlap the other calls
DYRK1A inh – inhibitors of rat Dyrk1A kinase. 310,000 compounds, 0.43% hits. inhibition, % at 12.5 µM. Q63470. ADP-Glo luminescence, NFATc1 peptide; in the data active = inhibition above about 50%;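 also: plate controls were vehicle with enzyme for no effect and no enzyme for full effect; many of its hits are not listed in these tables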
KCNQ1 act – human KCNQ1 channel potentiation or activation. P51787. CHO-K1 KCNQ1, thallium flux FluxOR fluorescence; stronger effect = higher value. B-score at 10 µM. 310,000 compounds, 0.35% hits;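 active = fluorescence ratio B-score, a plate-corrected score, at least three library SD, with initial intensity B-score within 5 SD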
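System: CHO-K1 cells stably expressing KCNQ1 / Medium: assay buffer for compound exposure, DMSO matched across wells / Reagent: thallium- and potassium-containing depolarizing buffer / Compound: one concentration, matched DMSO / Incubation: 20 min compound pretreatment at room temperature / Measured by: kinetic FluxOR fluorescence, 10 s baseline plus 110 s post-stimulus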
TRPC4 potent – allosterically enhances the mouse TRPC4 cation channel. HEK293 TRPC4beta/mu-opioid, DAMGO EC20, Fluo-4 Ca2+ flux; stronger effect = higher value. B-score at 10 µM. 310,000 compounds, 0.42% hits;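 active = B-score of calcium response area above 5 SD of library B-scores, with initial fluorescence ratio within 5 SD of library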;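 also: B-score of integrated fluorescence ratio over time as area under calcium response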
ANO1 activ – activates or potentiates the mouse TMEM16A chloride channel; Q8BHY3; HEK293 TMEM16A/YFP-H148Q/I152L, iodide quench fluorescence; stronger effect = lower value; B-score at 10 µM; AID 623877; 340,000 compounds, 0.3% hits;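 active = fluorescence-ratio B-score plate-corrected deviation score at least 3 library SD below zero, with starting fluorescence score within 5 deviations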;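 also: channel opened by trigger with iodide after compound preincubation; score built on the fluorescence ratio of max minus min over baseline; more negative score means more quench and so TMEM16A activation or potentiation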
hERG protect – shields human hERG channel from block by proarrhythmic agents | CHO-hERG, FluxOR thallium flux, dofetilide IC70 present | 310,000 compounds, 0.51% hits | AID 1511 | activation (rescue from dofetilide block), less the hit threshold, % at 10 µM | Q12809;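 active = activation above the mean of controls blocked by dofetilide plus 5 SD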;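 also: thallium influx through hERG after potassium depolarization seen as dye fluorescence rise; in these data hits start at about 4.7%; inactives centre near -7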
ANO1 block – inhibitors of mouse TMEM16A calcium-activated chloride channel. Q8BHY3. HEK293 TMEM16A/YFP iodide influx fluorescence, ionomycin. normalized B-score (activity score, 25-100; higher = stronger inhibition) at 10 µM. 310,000 compounds, 1.2% hits;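 active = ratio plate-corrected score three or more library SD toward inhibition, starting fluorescence score within five deviations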;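 also: score derived from kinetic fluorescence span divided by baseline fluorescence per well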
KCNK3 block – human KCNK3 channel inhibition, primary screen; O14649; CHO-KCNK3 thallium flux, FluxOR fluorescence; stronger effect = lower value; B-score at 10 µM; 340,000 compounds, 0.84% hits;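 active = B-score under library mean minus 4 SD, starting fluorescence ratio at most library mean plus 5 SD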;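 also: more negative B-score means stronger inhibition of thallium flux through KCNK3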
Target sequence (O14649 whole entry, looked up): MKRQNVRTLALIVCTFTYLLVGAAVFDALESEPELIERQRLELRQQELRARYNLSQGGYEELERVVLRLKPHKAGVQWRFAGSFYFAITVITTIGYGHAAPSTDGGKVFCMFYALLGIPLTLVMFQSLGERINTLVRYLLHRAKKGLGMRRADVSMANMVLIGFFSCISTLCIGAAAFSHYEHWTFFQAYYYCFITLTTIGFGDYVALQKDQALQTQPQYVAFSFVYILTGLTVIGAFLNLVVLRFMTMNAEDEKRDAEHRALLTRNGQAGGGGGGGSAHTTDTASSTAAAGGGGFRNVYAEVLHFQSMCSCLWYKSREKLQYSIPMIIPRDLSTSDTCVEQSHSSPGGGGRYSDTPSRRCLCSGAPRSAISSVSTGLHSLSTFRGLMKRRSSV
An asterisk follows results filed as active; i = inactive; ? = inconclusive; nt = no result given. Some of the compounds tested, so the mix of outcomes need not match the whole.

molecule | KCNQ1 inh | TRPC4 act | KCNK9 inh | HDAC3 inh | DYRK1A inh | KCNQ1 act | TRPC4 potent | ANO1 activ | hERG protect | ANO1 block | KCNK3 block
O=C(CSCC(=O)N1CCN(c2ccccc2)CC1)Nc1nc(-c2ccc(Cl)s2)cs1 | i | i | i | 10 | -2 | i | i | i | -8 | i | i
COc1ccc(/C=N/n2c(SC)nnc(C(C)(C)C)c2=O)cc1 | i | i | i | 8 | -8 | i | i | i | -7 | i | i
O=C(CSc1nnc(SCc2ccccc2Cl)s1)N/N=C/c1c[nH]c2ccccc12 | i | i | i | -5 | 0 | i | i | i | -4 | i | i
O=S(=O)(Nc1cccc(-c2nnco2)c1)c1ccc(F)cc1F | i | i | i | 0 | nt | i | i | i | -2 | i | i
COCCCNC(=O)/C(C#N)=c1\s/c(=C\c2ccccc2OC(F)F)c(=O)n1CCCOC | i | i | i | 4 | -4 | i | i | i | -6 | i | i
O=C(Cn1nnc(-c2ccc(Cl)cc2)n1)NC1CCN(Cc2ccccc2)CC1 | i | i | i | -3 | -2 | i | i | i | -5 | i | i
COCCOC(=O)C1=C(N)OC2=C(C(=O)CCC2)C1c1cccnc1 (configuration not stated) | nt | nt | nt | 7 | 3 | nt | nt | i | nt | i | i
Cc1ccc(CN2CCSc3ccc(C(=O)NCCCN4CCOCC4)cc32)cc1 | i | i | i | -48 | 3 | i | i | i | -17 | i | i
CCOC(=O)c1cnc2c(C)cccc2c1Nc1cccc(C(=O)O)c1 | i | i | i | -11 | -5 | i | i | i | -1 | i | i
COC(=O)C1NN=C(C(=O)c2ccc(Br)cc2)C1c1cccc(Br)c1 (configuration not stated) | i | i | i | 15 | 1 | i | i | i | -12 | i | i
OCCCc1nc2ccccc2[nH]1 | i | i | i | -7 | -4 | i | i | i | -13 | i | i
CN(C)CCCN(C(=O)c1ccc(S(=O)(=O)N2CCCCCC2)cc1)c1nc2c(F)cccc2s1 | i | 54* | i | -7 | 3 | i | i | i | -14 | i | i
CCc1ccc2nc(N(CCN(C)C)C(=O)c3ccc4ccccc4c3)sc2c1 | i | i | i | 6 | 0 | i | i | i | -20 | i | i
Cc1cc(Cl)ccc1OC(C)C(=O)NN=C1CCCCCC1 (configuration not stated) | i | i | i | 3 | -1 | i | i | i | -6 | i | i
CCn1c(SCC(=O)c2ccccc2)nc2c(c1=O)SC(C)C2 (configuration not stated) | i | i | i | -9 | 3 | i | i | i | -6 | i | i
COCCN1C(=O)c2ccccc2C(C(=O)N2CCN(c3ccccn3)CC2)C1c1ccc(F)cc1 (configuration not stated) | i | i | i | nt | -5 | i | i | i | -9 | nt | i
CN(Cc1ccccc1)C(=O)CCn1c(=O)c2cccn2c2cccnc21 | i | i | i | 1 | 3 | i | i | i | -10 | i | i
Cc1ccc(NC(=O)CSCC(=O)O)c(C)c1 | i | i | i | -7 | 1 | i | i | i | -14 | i | i
CC1CCN(c2ccccc2NC(=O)c2ccc(C#N)cc2F)CC1 | i | i | i | -2 | -6 | i | i | i | -8 | i | i
O=C(NN=C1CCCCCCC1)C(=O)NC1CCCCC1 | i | i | i | -2 | 6 | i | i | nt | -6 | i | i
Cc1nc2ccccn2c1C(=O)N/N=C/c1cc(C)n(-c2ccc(Cl)cc2)c1C | i | i | i | -1 | -1 | i | i | i | -19 | i | i
O=C1CCCN1CCC1CCN(C(=S)Nc2ccc(F)cc2)CC1 | i | i | i | -9 | -5 | i | i | i | -6 | i | i
CCOc1ccc(N2CC(C(=O)Nc3cccc(S(=O)(=O)N4CCCC4)c3)CC2=O)cc1 (configuration not stated) | i | i | i | -1 | 2 | i | i | i | -12 | i | i
COc1cc(NC(=O)CCN2CCN(CCO)CC2)cc(OC)c1 | i | 45* | i | -7 | -7 | i | i | i | -5 | i | i
Cc1cc(NC(=O)Cc2cccs2)nn1CC(=O)NCc1ccco1 | i | i | i | 4 | -10 | i | i | i | -3 | i | i
CSc1cccc(NC(=O)c2ccc(Cl)nc2)c1 | i | i | i | -1 | 5 | i | i | i | -6 | i | i
COc1cc(C)c(S(=O)(=O)NC2CC(C)(C)NC(C)(C)C2)cc1C | i | i | i | 5 | -1 | i | i | i | -6 | i | i
CCCCCN(C(=O)CCC(=O)OCc1cc(C(C)=O)ccc1OC)c1c(N)n(CCCC)c(=O)[nH]c1=O | i | i | i | 6 | 15 | i | i | i | -6 | i | i
COc1ccc(C)cc1S(=O)(=O)N(C)CC(N)=O | i | i | i | -7 | -3 | i | i | i | -6 | i | i
CCOC(=O)c1sc(NC(=O)CSc2nccc(C)n2)c(C#N)c1C | i | i | i | 7 | -1 | i | i | i | -8 | i | i

Further results.
molecule | KCNQ1 inh | TRPC4 act | KCNK9 inh | HDAC3 inh | DYRK1A inh | KCNQ1 act | TRPC4 potent | ANO1 activ | hERG protect | ANO1 block | KCNK3 block
CC(=O)Nc1nc(C)nc(-c2ccccc2)c1C(C)=O | i | i | i | -3 | 20 | i | i | i | -1 | i | i
COc1ccccc1N1CCN(C(=O)c2cnn3cccnc23)CC1 | i | i | i | nt | nt | i | i | nt | -9 | nt | nt
COC(=O)c1cc(CN2CCN(c3ccccc3C)CC2)ccc1O | i | i | i | 11 | 1 | i | i | i | -15 | i | i
CCCCC(=O)Nc1ccc(C(=O)NNC(=O)c2ccco2)cc1 | i | i | i | -1 | -8 | i | i | i | 0 | i | i
O=C(CSc1nc(-c2ccc(F)cc2)cc(C(F)(F)F)n1)Nc1ccc2c(c1)OCO2 | i | i | i | -2 | 0 | i | i | i | -2 | i | i
COc1ccc(N2CCN(S(=O)(=O)c3ccc(C(=O)NC4CCCC4)cc3)CC2)cc1 | i | i | i | nt | nt | i | i | i | 3 | i | i
N#CCO/N=C(\c1ccccc1)c1ccncc1 | i | i | i | -5 | 2 | i | i | i | -4 | i | i
COc1cccc(OCCSc2nnc3sc4ccccc4n23)c1 | i | i | i | 4 | 11 | i | i | i | -6 | i | i
O=C(NCCCl)Nc1cccc(Br)c1 | i | i | i | -4 | 10 | i | i | i | -13 | i | i
CCOC(=O)c1sc2c(c1C)C(c1cccs1)C1=C(CCCC1=O)N2 (configuration not stated) | i | i | i | -5 | 4 | i | i | i | -2 | i | i
COc1cccc(N2CCN(c3ncnc4c3cnn4-c3ccc(C)cc3C)CC2)c1 | i | i | i | -3 | 2 | i | i | i | -13 | 100* | i
COCCn1c(C)cc(C(=O)CN2C(=O)NC3(CCCCCCC3)C2=O)c1C | i | i | i | 1 | nt | i | i | i | -6 | i | i
CCC(C)[C@H](NC(=O)OC(C)(C)C)C(=O)N/N=C/c1ccc2cc(OC)ccc2n1 (some centres not stated) | i | i | i | 3 | -4 | i | i | i | -7 | i | i
Cc1ccc2nc(C)cc(N/N=C/c3cccc(O)c3)c2c1 | i | i | i | -4 | 8 | i | i | i | -9 | i | i
CCNC(=O)O/N=C(\C)c1sc(-c2ccc(Cl)cc2)nc1C | i | i | i | ? | 6 | i | i | i | -11 | i | i
C/C(=N\NC(=O)CSc1nc2ccccc2o1)c1ccc(O)cc1 | i | i | i | -4 | 7 | i | i | i | 4 | i | i
Cc1ccc(C)c(C(=O)CN2C(=O)c3ccccc3C2=O)c1 | i | i | i | 4 | 2 | i | i | i | -4 | i | i
CCCC1(c2ccccc2)NC(=O)N(CC(=O)NCc2ccc(OC)cc2)C1=O (configuration not stated) | i | i | i | 9 | -3 | i | i | i | -7 | i | i
CC(=O)NCC1(O)CCCC(C)C1 (configuration not stated) | i | i | i | -6 | 0 | i | i | i | -6 | i | i
O=C(CCC1CCCN(C(=O)c2cccnc2)C1)NCc1ccccc1F (configuration not stated) | i | i | i | -4 | -5 | i | i | i | -9 | i | i
CC1CCCC(C)N1CCCNC(=O)c1cc2c(=O)n(C)c3ccccc3c2n1C (configuration not stated) | i | i | i | 3 | 15 | i | i | i | -13 | i | i
Cc1c(C#N)c(NC(=O)c2ccccc2)n(Cc2ccccc2)c1C | i | i | i | -8 | 1 | i | i | i | -5 | i | i
CCOc1ccccc1N1CCN(C/C=C/c2ccc(N(C)C)cc2)CC1 | i | i | i | 1 | 4 | i | i | i | -9 | i | i
CCc1nnc(NC(=O)CSc2nnc3nc(C)cc(C)n23)s1 | i | i | i | -4 | 0 | i | i | i | -3 | i | i
c1ccc(-c2cc3nccc(-c4ccccn4)n3n2)cc1 | i | i | i | 2 | 33 | i | i | i | -10 | i | i
O=C(NCC(c1ccco1)N1CCCC1)c1ccc(S(=O)(=O)Nc2ccccc2F)cc1 (configuration not stated) | i | i | i | -1 | -4 | i | i | i | -15 | i | i
CCOC(=O)C1(Cc2cccc(F)c2)CCN(C(=O)Cn2cnnn2)CC1 | i | i | i | 3 | -2 | i | i | i | -11 | i | i
Cc1nn(C)cc1/C=N\NC(=O)c1ccc2c(c1)c(C)c(C)n2Cc1ccccc1 | i | i | -19* | -6 | 1 | i | i | i | 1 | i | i
CCOC(=O)c1c(NC(=S)NC(=O)/C=C/c2cccs2)sc(C)c1C | i | i | i | -4 | -9 | i | i | i | -7 | i | i
O=C(NCCc1cnc[nH]1)Nc1cccc(C(F)(F)F)c1 | i | i | i | 2 | 25 | i | i | i | -7 | i | i
O=[n+]1cc(-c2ccc(Cl)cc2)n([O-])c2c1CCCCC2 | i | i | i | -5 | 2 | i | i | i | -9 | i | i
Fc1ccc(N2CCN(Cc3cnc(N4CCOCC4)s3)CC2)cc1 | i | i | i | -2 | nt | i | i | i | 4 | i | i
CCOC(=O)c1cn(-c2nc(-c3ccc(Cl)c(Cl)c3)cs2)c2c(F)c(N3CCOCC3)c(F)cc2c1=O | i | i | i | -2 | 2 | i | i | i | -7 | i | i

5 structures out of the list, ordered by molar mass, lowest first.
molecule | KCNQ1 inh | TRPC4 act | KCNK9 inh | HDAC3 inh | DYRK1A inh | KCNQ1 act | TRPC4 potent | ANO1 activ | hERG protect | ANO1 block | KCNK3 block
Cc1c(C#N)c(NC(=O)c2ccccc2)n(Cc2ccccc2)c1C | i | i | i | -8 | 1 | i | i | i | -5 | i | i
COc1ccccc1N1CCN(C(=O)c2cnn3cccnc23)CC1 | i | i | i | nt | nt | i | i | nt | -9 | nt | nt
O=C(CCC1CCCN(C(=O)c2cccnc2)C1)NCc1ccccc1F (configuration not stated) | i | i | i | -4 | -5 | i | i | i | -9 | i | i
CCOC(=O)c1c(NC(=S)NC(=O)/C=C/c2cccs2)sc(C)c1C | i | i | i | -4 | -9 | i | i | i | -7 | i | i
CCC(C)[C@H](NC(=O)OC(C)(C)C)C(=O)N/N=C/c1ccc2cc(OC)ccc2n1 (some centres not stated) | i | i | i | 3 | -4 | i | i | i | -7 | i | i

Assay outcomes (PubChem BioAssay)
